Screens: PubChem BioAssay, Sanford-Burnham Center for Chemical Genomics
NALP3 yeast inh: NALP3 inhibition in yeast | Yeast reconstituted NLRP3/ASC/caspase-1, beta-gal luminescence, 24 h | AID 2825 | 330,000 compounds, 0.39% hits | inhibition, % at 10 µM;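 active = inhibition of 50% or more; inactive = inhibition below 50%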;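 also: plate controls were induced DMSO wells for no effect and uninduced yeast grown without galactose for full effect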
beta cell repl: MIN6 beta-cell proliferation induction. proliferation, % at 10 µM. 330,000 compounds, 0.29% hits. MIN6 cells proliferation, ATPlite luminescence, 48 h; cells starved in 0.2% serum; 100% = growth in 10% serum;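 active = compounds whose signal lies at least 3.5 SD above the mean of all wells on their plate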;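 also: 0% = DMSO-treated cells in low-serum medium and 100% = 10% serum control; some compounds called inactive have numbers as strong as hits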
APJ ag: agonists of human APJ apelin receptor. P35414. 330,000 compounds, 0.11% hits. CHO-K1 APJ PathHunter beta-arrestin, luminescence; 0% DMSO wells, 100% apelin. activation, % at 20 µM;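 active = activation more than six SD over the plate average, tested at 20 µM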;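 also: 0% = DMSO alone and 100% = apelin-13 at 10 nM; some results filed as inactive read as strong as hits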
Target sequence (P35414 whole entry, looked up): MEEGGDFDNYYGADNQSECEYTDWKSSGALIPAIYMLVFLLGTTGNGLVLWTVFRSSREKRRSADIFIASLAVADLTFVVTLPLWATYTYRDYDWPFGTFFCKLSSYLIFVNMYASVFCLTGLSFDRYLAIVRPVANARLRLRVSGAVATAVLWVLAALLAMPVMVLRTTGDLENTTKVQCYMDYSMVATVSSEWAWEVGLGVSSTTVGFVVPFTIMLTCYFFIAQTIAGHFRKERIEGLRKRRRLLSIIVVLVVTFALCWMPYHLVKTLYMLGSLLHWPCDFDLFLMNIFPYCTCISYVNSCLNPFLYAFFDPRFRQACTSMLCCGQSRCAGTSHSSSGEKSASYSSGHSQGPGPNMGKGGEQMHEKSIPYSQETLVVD
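Test system – PathHunter CHO-K1 APJ (AGTRL-1) beta-arrestin reporter cells · Input – 1000 cells/well · Compound – single test compound dose, 20 µM final, 1% DMSO · Times – compound stimulation 90 min at 25 °C, detection 60 min · Technique – beta-gal luminescence · Read-out basis – APJ–arrestin association signal · Control set – negative DMSO alone, positive Apelin-13 at 10 nM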
tim23-1 inh: tim23-1 yeast growth inhibition. S. cerevisiae tim23-1 growth, BacTiter-Glo luminescence, 24 h. inhibition, % at 20 µM. 330,000 compounds, 1.3% hits. AID 463212;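 active = growth inhibition of the mutant yeast at or above 50%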;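 also: temperature-sensitive mutant grown at 25 °C; plate controls were DMSO-treated mutant yeast for no effect and medium wells lacking yeast for full effect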
APJ antagonist: antagonists of human APJ apelin receptor; CHO-K1 APJ beta-arrestin complementation, luminescence; P35414; inhibition, % at 20 µM; 330,000 compounds, 0.32% hits;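 active = inhibition above about 40% at 20 µM, limit read from the data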;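 also: cells challenged with 10 nM apelin-13 agonist together with compound; plate controls were apelin-13 plus DMSO wells for no effect and DMSO wells lacking apelin-13 for full effect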
NR3A LBD binder: modulators (binders) of human NR3A ligand-binding domain | NR3A LBD differential scanning fluorimetry, Tm shift; 0% = protein alone, 100% = glycine-bound protein | Tm shift relative to glycine control, % at 25 µM | 340,000 compounds, 2.5% hits | AID 1259313;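 active = melting temperature shift of at least 10% of the positive control shift, at one fixed dose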
TIM10 inh: TIM10 yeast growth inhibition | S. cerevisiae TIM10 strain growth, BacTiter-Glo luminescence, 24 h | inhibition, % at 10 µM | 330,000 compounds, 1.4% hits;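 active = inhibition of 40% or more at the single tested concentration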;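 also: wild-type TIM10 isogenic control strain grown at permissive 25 °C; 0% = DMSO yeast wells and 100% = minimal medium wells without yeast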
tim10-1 inh: inhibits growth of tim10-1 mutant yeast | 330,000 compounds, 2.2% hits | inhibition, % at 20 µM | AID 463190 | S. cerevisiae tim10-1 ts strain growth, BacTiter-Glo, 24 h;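 active = inhibition of at least 40%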;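 also: mutant grown at 25 °C; 0% = DMSO wells with yeast and 100% = wells holding no yeast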
MPTP inh: permeability transition pore inhibition. isolated mouse mitochondria, Ca2+ swelling absorbance, 30 min. inhibition, % at 10 µM. 360,000 compounds, 1.4% hits. AID 602449;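 active = inhibition of 50% or more, scaled per plate between neutral and stimulator controls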;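 also: 0% = DMSO wells given calcium and 100% = 1 mM EGTA wells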
The depositor's hits bear a star; & = joins results of further samples.

SMILES	NALP3 yeast inh	beta cell repl	APJ ag	tim23-1 inh	APJ antagonist	NR3A LBD binder	TIM10 inh	tim10-1 inh	MPTP inh
COc1ccc(N=c2oc3ccc(OC)cc3cc2-c2nc3ccccc3[nH]2)cc1	14.2	-2.7	-0.8	-7.6	-1.1	-4.1	9.3	8.8	-1.6
Cc1onc(-c2ccccc2)c1C(=O)N/N=C/c1ccccc1OC(C)C	20.8	0.6	1.7	17.2	16.8	3.3	-2.1	16.5	-1.0
Cc1cc(C)nc(NC(=O)c2c(-c3c(Cl)cccc3Cl)noc2C)n1	4.3	-4.6	-4.0	13.2	-20.7	-2.5	3.7	18.1	1.1
Cc1ccc(OCc2nnc(N)s2)cc1	15.9	-1.2	-2.5	-3.2	-25.8	-2.3	-7.6	2.4	-0.1
CSc1nc(Cl)cc(Nc2ccccc2N)n1	28.2	-1.7	-1.0	2.7	0.9	-1.3	14.4	5.9	-0.1
O=[N+]([O-])c1ccccc1-c1ccc(C(=S)N2CCCC2)o1	17.5	-5.5	3.1	35.1	-23.3	-1.4	19.3	16.1	-1.1
N#CNC(=Nc1ccccc1F)SCc1ccc(C(=O)O)cc1	4.5	-0.8	-0.5	5.9	12.3	3.7	-1.9	2.0	0.7
COc1ccc(C(=O)Nc2ccccc2C(=O)N(Cc2ccco2)C(C(N)=O)C(C)C)cc1 (stereo not drawn)	4.0	-4.4	-1.0	-18.6	3.3	-3.4	3.9	10.7	1.3
CCOc1cc(C(=S)N2CCOCC2)ccc1OC(=O)c1cccc(C)c1	24.3	-3.9	2.0	27.8	-1.2	2.1	-4.5	7.5	-0.5
CCOc1ccccc1Oc1c(C)oc2c(CN3CCN(C)CC3)c(O)ccc2c1=O	8.0	1.2	-1.1	2.7	-4.9	-0.5	-1.1	6.8	-3.8
COc1cccc(NC(=O)Nc2nc(-c3ccc(OC)c(OC)c3)cs2)c1	9.0	-1.8	19.2*	27.1	-17.0	22.5*	-4.2	1.6	19.2
O=S(=O)(Nc1ncccn1)c1ccc(NC(=S)NCCc2ccc(Cl)cc2)cc1	12.6	0.9	-2.3	6.9	5.8	2.0	8.4	4.5	-0.7
CCCCC(NC(C)=O)c1nc2ccccc2n1CCC (stereo not drawn)	-10.6	4.3	-1.6	13.8	11.0	-1.7	13.3	14.7	-1.0
COc1ccc(OC)c(NC(=O)Nc2cccc3ccccc23)c1	27.5	-0.6	-2.6	11.9	4.9	-1.5	-2.6	6.0	1.3
COc1ccc(S(=O)(=O)Nc2cccc3c2O[C@H](CN(C)Cc2ccc(-c4ccccc4)cc2)[C@@H](C)CN([C@H](C)CO)C3=O)cc1	13.0	-6.2	-3.9	28.9	-0.5	-4.6	1.4	10.8	1.0
CC(C)(O)c1nnn(-c2ccccc2)c1C(F)(F)F	-22.0	1.1	0.6	6.4	-5.0	1.7	10.8	12.3	-0.4
CCC1CN(C(=O)N2CCC(C(=O)NCc3cccc(OC)c3OC)CC2)c2cc(C)ccc2O1 (stereo not drawn)	12.5	-1.7	-0.8	3.7	14.6	-1.6	15.3	7.7	-0.4
CC(=O)c1cccc(NC(=O)c2cc(C(C)C)on2)c1	23.1	-2.9	2.8	23.5	15.6	-2.5	4.6	21.8	-0.2
O=C(NC1CC1)c1cccc(Br)c1	15.1	-0.7	-2.0	-11.5	0.1	-1.3	-12.5	-18.2	-1.0
Cn1c(SCC(=O)Nc2ccc(N3CCOCC3)cc2)nnc1-c1ccccc1F	-1.8	-4.0	-3.5	-0.7	15.8	-3.0	7.5	-19.9	0.7
CCCCC(=O)NNC(=S)NCc1ccccc1	12.2	1.5	-3.1	12.3	-14.4	-1.1	-1.0	1.9	0.6
CCOC(=O)/C=C/C(=O)OCC(=O)N1CCN(C(=O)c2ccco2)CC1	6.7	10.1	12.3	9.4	5.2	2.1	13.3	12.9	-0.2
CCOc1ccc(N(C(=O)Cn2nnc3ccccc32)C(C(=O)NC(C)(C)CC)c2cccn2C)cc1 (stereo not drawn)	12.7	-5.5	-2.4	-9.4	-3.5	-0.1	-13.3	0.3	-2.8
Cc1ccc(NS(=O)(=O)c2ccc3c(c2)CCC(=O)N3)cc1C	8.1	0.0	0.7	-1.2	8.7	2.2	10.6	11.1	-2.2&4.2
CCOc1ccc(S(=O)(=O)Nc2ccccc2SC)c2cccnc12	-7.8	-0.5	3.6	17.0	0.6	0.5	3.5	19.2	-3.1

Some of these compounds in order of number of heavy atoms, highest first.
SMILES	NALP3 yeast inh	beta cell repl	APJ ag	tim23-1 inh	APJ antagonist	NR3A LBD binder	TIM10 inh	tim10-1 inh	MPTP inh
Cn1c(SCC(=O)Nc2ccc(N3CCOCC3)cc2)nnc1-c1ccccc1F	-1.8	-4.0	-3.5	-0.7	15.8	-3.0	7.5	-19.9	0.7
Cc1cc(C)nc(NC(=O)c2c(-c3c(Cl)cccc3Cl)noc2C)n1	4.3	-4.6	-4.0	13.2	-20.7	-2.5	3.7	18.1	1.1
Cc1ccc(NS(=O)(=O)c2ccc3c(c2)CCC(=O)N3)cc1C	8.1	0.0	0.7	-1.2	8.7	2.2	10.6	11.1	-2.2&4.2
CCCCC(=O)NNC(=S)NCc1ccccc1	12.2	1.5	-3.1	12.3	-14.4	-1.1	-1.0	1.9	0.6

Record cards, as listed above. Order of screens: NALP3 yeast inh | beta cell repl | APJ ag | tim23-1 inh | APJ antagonist | NR3A LBD binder | TIM10 inh | tim10-1 inh | MPTP inh
CCOC(=O)/C=C/C(=O)OCC(=O)N1CCN(C(=O)c2ccco2)CC1 across the screens: 6.7 | 10.1 | 12.3 | 9.4 | 5.2 | 2.1 | 13.3 | 12.9 | -0.2
CC(C)(O)c1nnn(-c2ccccc2)c1C(F)(F)F across the screens: -22.0 | 1.1 | 0.6 | 6.4 | -5.0 | 1.7 | 10.8 | 12.3 | -0.4
CC(=O)c1cccc(NC(=O)c2cc(C(C)C)on2)c1 across the screens: 23.1 | -2.9 | 2.8 | 23.5 | 15.6 | -2.5 | 4.6 | 21.8 | -0.2
Cn1c(SCC(=O)Nc2ccc(N3CCOCC3)cc2)nnc1-c1ccccc1F across the screens: -1.8 | -4.0 | -3.5 | -0.7 | 15.8 | -3.0 | 7.5 | -19.9 | 0.7
COc1ccc(S(=O)(=O)Nc2cccc3c2O[C@H](CN(C)Cc2ccc(-c4ccccc4)cc2)[C@@H](C)CN([C@H](C)CO)C3=O)cc1 across the screens: 13.0 | -6.2 | -3.9 | 28.9 | -0.5 | -4.6 | 1.4 | 10.8 | 1.0

Continued:
SMILES	NALP3 yeast inh	beta cell repl	APJ ag	tim23-1 inh	APJ antagonist	NR3A LBD binder	TIM10 inh	tim10-1 inh	MPTP inh
CC(C)NC(=O)C(=O)NCc1ccccn1	-2.0	-3.2	-0.9	2.2	5.6	2.2	4.1	-12.7	0.6
Cc1nn(Cc2ccccc2)c(Cl)c1/C=C1\NC(=S)NC1=O	5.4	0.6	-2.8	17.3	9.3	1.2	-10.0	-2.0	2.5
Cc1cccc(OCC(=O)N/N=C/c2ccc3c(c2)OCO3)c1	5.0	1.1	-3.7	14.9	10.0	-0.7	9.3	3.0	0.1
CCOC(=O)C1CCCN(CCCc2ccccc2)C1 (stereo not drawn)	10.6&-10.2	3.7&0.0	-3.1&-6.2	1.6&-6.7	9.3&1.4	1.1&-1.2	-6.6&-14.8	0.6&4.6	1.3&1.2
CCOC(=O)C(C(=O)Nc1ccccc1C)C1CCCCC1 (stereo not drawn)	3.3	-2.9	-3.3	0.9	-13.0	-1.1	12.1	14.3	1.1
CCCCN1CC[C@H]2C=CC[C@@H](C(=O)Nc3ccc(OC)cc3)[C@H]2C1=O	2.2	-2.9	3.0	22.1	-44.0	1.4	0.7	14.9	-0.9
CCOc1ccc(C(=O)CC(C(=O)O)N2CCCCC2)cc1 (stereo not drawn)	22.5	0.5	-1.5	7.4	6.9	0.9	6.8	12.3	0.6
Cc1cccc(OC(=O)NCCOC(=O)N(O)c2ccc(Cl)cc2)c1	4.1	-5.3	0.9	2.5	-4.5	-6.2	10.0	5.3	91.2*
Cc1ccc(C(=O)NNC(=O)c2n[nH]c(=O)c3ccccc23)cc1C	18.1	-0.2	-4.7	-15.8	10.3	0.1	8.4	-0.4	-2.1
CCOC(=O)NC(=O)c1cn(CCN(C)C)c(=O)[nH]c1=O	-3.7	-2.1	0.8	2.3	-3.5	0.2	11.2	4.7	0.7
Cc1ccc(Oc2ccc(C(=O)NC3CCSC3=O)cn2)cc1 (stereo not drawn)	-6.0	-3.1	-0.2	17.7	2.0	11.0*	4.9	17.5	-2.9
COc1cc(OC)cc(OCC(O)Cn2cnc3cc(C)c(C)cc32)c1 (stereo not drawn)	-2.9	2.7	-1.6	2.1	15.6	-0.2	-11.7	1.0	0.1
CSc1cccc(NC(=O)CCCNC(=O)c2ccc(Cl)cc2)c1	-0.6	-2.7	-4.1	6.7	22.6	0.4	7.9	-17.4	1.7
O=[N+]([O-])c1ccc(N/N=C\c2ccccc2OCc2ccccc2)cc1	17.7	-1.3	-2.0	12.6	11.6	20.0*	1.8	24.3	97.2*
Cc1cc(NCc2cccnc2)no1	6.9	0.0	0.3	7.1	-8.5	-3.1	3.9	4.1	1.4
Cc1cccc(N2CCN(S(=O)(=O)c3ccc4c(c3)CC(C)N4C(=O)C3CC3)CC2)c1C (stereo not drawn)	4.3	-5.5	-3.5	20.9	0.1	0.7	23.3	31.6	5.8
Cc1nonc1NC(=O)c1oc2ccc(F)cc2c1C	20.3	-1.5	-0.5	10.2	27.5	3.4	-10.9	16.6	1.0
COc1ccc(C)cc1N(CC(=O)Nc1ccc2c(c1)OCCO2)S(C)(=O)=O	14.3	0.5	-0.8	0.0	-9.3	-0.9	-15.3	-10.1	-1.1
O=C(CCNC(=O)c1ccc(Br)cc1)Nc1ccc(S(=O)(=O)N2CCCCC2)cc1	10.7	-1.5	11.5	25.8	-8.2	-0.4	16.1	14.3	1.2
Cc1cccc(NC(=O)CSc2n[nH]c(-c3cccnc3)n2)c1	1.9	-1.2	-0.8	7.9	-1.2	-1.6	3.6	-11.7	-1.4
COc1cc(/C=N/Nc2nc(C)cc(=O)[nH]2)ccc1O	-15.1	-2.7	-2.9	-5.1	3.5	1.7	-0.9	12.5	-2.6
O=c1oc(-c2cccs2)nc2c1cnn2-c1ccccc1	-11.5	-2.4	-4.0	50.7*	-23.7	4.2	46.9*	37.8	0.1
Clc1ccccc1-c1nnc(CNC2CC2)o1	11.0	-2.6	-5.6	22.1	9.7	-1.5	-0.1	-4.5	1.4
CC1=CC(c2ccccc2)=Nc2ccc(C)cc2N1	0.9	-0.3	-2.2	-5.0	-1.3	-1.0	27.0	6.2	4.6
Cc1cccc2c(-c3ccccc3)cc(=O)[nH]c12	10.9	0.0	-17.1	4.0	13.8	0.7	18.0	-13.1	-0.6

Arranged by value in APJ ag (ascending): some entries from above.
SMILES | APJ ag
COc1ccc(OC)c(NC(=O)Nc2cccc3ccccc23)c1 | -2.6
COc1cc(OC)cc(OCC(O)Cn2cnc3cc(C)c(C)cc32)c1 (stereo not drawn) | -1.6
CCCCN1CC[C@H]2C=CC[C@@H](C(=O)Nc3ccc(OC)cc3)[C@H]2C1=O | 3.0
